Compound activity: PubChem BioAssay, National Center for Advancing Translational Sciences (NCATS)
aSyn tox rescue – alpha-synuclein toxicity suppression in yeast | AID 1347070 | 0.02% of 94,000 active | S. cerevisiae alpha-synuclein toxicity rescue, BacTiter-Glo growth, 24 h | Potency, µM (series often up to 46.1 µM), inactives show at the highest dose growth rescue (activation), hits mostly activators; active = well fitted activation curve with a large enough effect; also: 0% is about no effect
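Growth restoration measured by BacTiter-Glo luminescence after 24 hr at 30 deg C; alpha-synuclein yeast, raffinose-pregrown to mid-log, were added at OD600=0.02 in galactose medium onto pinned compounds.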
Numbers without * were called inactive. Potency is read from the fitted curve at half-maximal effect. Only part of the results is shown; rates above refer to the full screens.

SMILES	aSyn tox rescue
COc1ccc(-c2csc3nc(-c4ccccc4F)oc(=O)c23)cc1	0%
COc1ccc(NC(=O)c2ccccc2NS(=O)(=O)c2ccc(CNC(C)=O)cc2)c(OC)c1	4%
Cc1c(Cl)cccc1NC(=O)CSc1nnc(C)n1CC1CCCO1 (stereo unspecified)	-8%
Brc1ccc(-c2csc(-c3nc(-c4ccc(Br)s4)cs3)n2)cc1	-4%
OC(c1ccccc1)(C1CCCCC1)C(CN1CCOCC1)c1ccccc1 (stereo unspecified)	-4%
COc1ccc(NC(=O)CSCCc2ccccn2)cc1OC	-5%
CC(C)CC(=O)Nc1ccc(C(=O)OCc2cc(=O)n3nc(C4CCCCC4)sc3n2)cc1	-1%
CCOC(=O)c1ccc(CN(Cc2ccc(Cl)cc2Cl)S(=O)(=O)c2ccc(F)c(C)c2)cc1	-4%
CCOc1cc(C2C3=C(CC(C)(C)CC3=O)OC3=C2C(=O)CC(C)(C)C3)cc([N+](=O)[O-])c1O	-1%
O=C(Nc1ccc(Cl)cc1)c1cc2c(Cl)nc3ccccc3c2s1	1%
Cc1ccnc(NS(=O)(=O)c2ccc(NS(=O)(=O)c3ccc([N+](=O)[O-])cc3)cc2)n1	-2%
Cc1ccc2c(c1)N(CC(=O)NC1CCCC1)C(=O)CO2	-1%
CCn1c(=O)c2cc(C(=O)N3CCOCC3)sc2c2ccccc21	6%
Cc1nn(CC(=O)NC2CCC(C)CC2)c(=O)c(C#N)c1C (stereo unspecified)	2%
CCOc1ccc(N(CC)C(=O)c2cc3c(=O)oc4ccccc4c3s2)cc1	5%
CC(C)(C)NC(=O)NC(=O)CN1CCCc2ccccc21	23%
COc1ccccc1C(CNC(=O)CCNC(=O)c1ccccc1Cl)N1CCCC1 (stereo unspecified)	-7%
S=c1[nH]c2cc3c(cc2[nH]1)OCCO3	-4%
Cc1ccccc1-c1noc(-c2ccccc2C(=O)O)n1	8%
CCOC(=O)C1=C(COC(=O)CNC(=O)c2ccc(Cl)cc2Cl)NC(=O)NC1C (stereo unspecified)	0%
CN(CC(=O)Nc1ccccc1C(F)(F)F)Cc1c(O)ccc2ccccc12	16%
CN(CC(=O)Nc1cccc(F)c1)C(=O)c1cc2c(s1)CCCCC2	-2%
COC(=O)c1ccc(NC(=O)CC2Nc3cc(C)c(C)cc3NC2=O)cc1 (stereo unspecified)	-7%
COc1ccc2nc(NC(=O)CN3C(=O)NC4(CCCC4)C3=O)sc2c1	6%
O=C(CN1C(=O)NC2(CCCCC2)C1=O)N(Cc1ccco1)Cc1cccs1	6%

At a glance, 20 of the compounds above.
SMILES	aSyn tox rescue
COc1ccc(NC(=O)c2ccccc2NS(=O)(=O)c2ccc(CNC(C)=O)cc2)c(OC)c1	4%
Cc1c(Cl)cccc1NC(=O)CSc1nnc(C)n1CC1CCCO1 (stereo unspecified)	-8%
Brc1ccc(-c2csc(-c3nc(-c4ccc(Br)s4)cs3)n2)cc1	-4%
OC(c1ccccc1)(C1CCCCC1)C(CN1CCOCC1)c1ccccc1 (stereo unspecified)	-4%
COc1ccc(NC(=O)CSCCc2ccccn2)cc1OC	-5%
CC(C)CC(=O)Nc1ccc(C(=O)OCc2cc(=O)n3nc(C4CCCCC4)sc3n2)cc1	-1%
CCOC(=O)c1ccc(CN(Cc2ccc(Cl)cc2Cl)S(=O)(=O)c2ccc(F)c(C)c2)cc1	-4%
CCOc1cc(C2C3=C(CC(C)(C)CC3=O)OC3=C2C(=O)CC(C)(C)C3)cc([N+](=O)[O-])c1O	-1%
O=C(Nc1ccc(Cl)cc1)c1cc2c(Cl)nc3ccccc3c2s1	1%
Cc1ccnc(NS(=O)(=O)c2ccc(NS(=O)(=O)c3ccc([N+](=O)[O-])cc3)cc2)n1	-2%
Cc1ccc2c(c1)N(CC(=O)NC1CCCC1)C(=O)CO2	-1%
CCn1c(=O)c2cc(C(=O)N3CCOCC3)sc2c2ccccc21	6%
Cc1nn(CC(=O)NC2CCC(C)CC2)c(=O)c(C#N)c1C (stereo unspecified)	2%
CCOc1ccc(N(CC)C(=O)c2cc3c(=O)oc4ccccc4c3s2)cc1	5%
CC(C)(C)NC(=O)NC(=O)CN1CCCc2ccccc21	23%
COc1ccccc1C(CNC(=O)CCNC(=O)c1ccccc1Cl)N1CCCC1 (stereo unspecified)	-7%
S=c1[nH]c2cc3c(cc2[nH]1)OCCO3	-4%
Cc1ccccc1-c1noc(-c2ccccc2C(=O)O)n1	8%
CCOC(=O)C1=C(COC(=O)CNC(=O)c2ccc(Cl)cc2Cl)NC(=O)NC1C (stereo unspecified)	0%
CN(CC(=O)Nc1ccccc1C(F)(F)F)Cc1c(O)ccc2ccccc12	16%

Next records follow.
SMILES	aSyn tox rescue
CCc1ccc(Sc2cc(C(=O)NCCCOC(C)C)c3ccccc3n2)cc1	-2%
COc1ccccc1N(CC(=O)NCCSCc1ccccc1Cl)S(C)(=O)=O	0%
CCNc1ccc(P(=O)(c2ccccc2)c2ccccc2)cc1	-2%
COc1ccc(OC)c(CCNC(=O)c2cccc(NC3=NC4CS(=O)(=O)CC4S3)c2)c1 (stereo unspecified)	7%
Cc1cccc(C(=O)NCC(c2ccc3c(c2)OCO3)N2CCN(c3ccccc3F)CC2)c1 (stereo unspecified)	-6%
CC1CN(C(=O)CCC(=O)NCc2ccc(Cl)cc2)c2ccccc2O1 (stereo unspecified)	-2%
C=CCn1c(C)nc2c(sc3nc4c(cc32)COC(C)(C)C4)c1=O	15%
CCOC(=O)c1c(NC(C)=O)c2c3c(sc2n1Cc1cccc(Cl)c1)CCCC3	8%
Clc1ccc(OCCCN2CCCC2)cc1Cl	-7%
O=C(N/N=C/C1CC=CCC1)c1cc2ccccc2cc1O (stereo unspecified)	2%
COc1cccc(C(=O)Nc2ccc(C(=O)OCc3cc(=O)n4cc(C)sc4n3)cc2)c1	-1%
COc1ccccc1NC(=O)Cn1cc(C(=O)c2ccncc2)c(=O)c2cc(C)ccc21	-10%
COC(=O)c1ccc(NC(=O)c2ccc3nsnc3c2)cc1	-3%
COc1ccc(S(=O)(=O)N(CC(=O)Nc2cc(C)ccc2OC)Cc2ccccc2)cc1	8%
Nc1ccc2c(c1)[nH]c(=O)c1cc(N)ccc12	-5%
Cc1cc(C)cc(NC(=O)COC(=O)CCc2ccc(S(=O)(=O)N3CCOCC3)cc2)c1	-4%
COc1cccc(-c2nc(S(=O)(=O)c3ccccc3)c(NCc3ccccc3)o2)c1	-7%
O=C1NC(Cc2ccccc2)c2nc3ccc(Cl)cc3c(=O)n2-c2ncccc21 (stereo unspecified)	0%
CCOc1ccc(S(=O)(=O)c2c[nH]c3ccccc3c2=O)cc1	7%
Cc1ccc(NC(=O)CCN2C(=O)c3ccccc3Sc3ncccc32)cc1	11%
O=C(Cn1cnc2c(nnn2-c2ccccc2)c1=O)NCC1CCCO1 (stereo unspecified)	-2%
CCc1ccc(C2c3c(-c4ccccc4O)n[nH]c3C(=O)N2Cc2ccncc2)cc1 (stereo unspecified)	4%
CCOC(=O)c1c(C)[nH]c(CCC(=O)Nc2c(Cl)cc(OC)cc2OC)c1C	0%
O=S(=O)(O)c1cccnc1SCc1ccccc1	-3%
COc1ccc(Br)cc1CNC(=O)c1nn(-c2ccc(C)cc2)c(=O)c2c1c1ccccc1n2C	-6%

Reformatted: entries from further up
| Structure | aSyn tox rescue |
| --- | --- |
| CCOc1ccc(S(=O)(=O)c2c[nH]c3ccccc3c2=O)cc1 | 7% |
| Cc1ccc(NC(=O)CCN2C(=O)c3ccccc3Sc3ncccc32)cc1 | 11% |
| O=C(Cn1cnc2c(nnn2-c2ccccc2)c1=O)NCC1CCCO1 (stereo unspecified) | -2% |
| CCc1ccc(C2c3c(-c4ccccc4O)n[nH]c3C(=O)N2Cc2ccncc2)cc1 (stereo unspecified) | 4% |

Next compounds follow:
SMILES	aSyn tox rescue
Cc1cccc(NC(=O)Cn2c(O)c(N=NC(N)=S)c3ccccc32)c1	-2%
Cc1ccc(Cl)cc1N1CCN(C(=O)CN2C(=O)COc3ccc(S(=O)(=O)N4CCC(C)CC4)cc32)CC1	-3%
Cc1cccc(C(=O)NC2(C(F)(F)F)N=C(c3ccccc3)N(C3CCCCC3)C2=O)c1 (stereo unspecified)	-3%
CCOC(=O)c1cc(OC(=O)c2cc(OC)cc(OC)c2)n(-c2ccccc2)n1	4%
CCOc1ccc2nc(N/C(N)=N/S(=O)(=O)c3ccc(C)cc3)nc(C)c2c1	11%
Cc1cc(C(=O)Nc2c(C)nc3ccccn3c2=O)ccc1[N+](=O)[O-]	-10%
COc1cccc(Oc2c(C)oc3c(CN4CCCCC4)c(O)ccc3c2=O)c1	1%
Cn1cc(S(=O)(=O)N2CCN(c3ccc(F)cc3)CC2)c(=O)n(C)c1=O	8%
CC1CN(C(=O)Nc2ccc(C(=O)NCc3cccc(F)c3)cc2)c2ccccc2S1 (stereo unspecified)	1%
Cc1c(Cl)cccc1-n1nc(C)c2c(C(=O)NCc3ccccc3)cc(C3CC3)nc21	-2%
COc1ccc(-c2cn3nc(N4CCCC(C(=O)Nc5cc(C)cc(C)c5)C4)sc3n2)cc1 (stereo unspecified)	-1%
COc1cccc(C#CC2=CC(=O)C[C@H](c3ccc(F)cc3)C2)c1	1%
COc1cc(NC(=O)Cn2c(=O)cc(C)c3c(C)nn(-c4ccc(C)cc4)c32)cc(OC)c1	-8%
C/C(=N\NC(=O)C1(C)NC(C)(C)Cc2ccccc21)c1ccccc1 (stereo unspecified)	-18%
Cc1ccn2cc(-c3ccc(O)c(O)c3)nc2c1	-9%
CC(C)(CO)NCc1ccc(Br)cc1	-22%
COc1ccc(/C=C/C(=O)CCC(=O)O)cc1	19%
CCC1CCCCN1C(=O)CSc1nc2c([nH]c3ccccc32)c(=O)n1-c1cccc(OC)c1 (stereo unspecified)	12%
COc1cc2c(cc1OC)C(COc1ccc(F)cc1)N(C(=O)c1ccc(S(=O)(=O)N3CCCC3)cc1)CC2 (stereo unspecified)	10%
COc1ccc(C(=O)Cn2c(=O)c(-c3cc(C)ccc3NC(C)=O)nc3ccccc32)cc1	-4%
CCCn1c(=O)c2sccc2n2c(CCCC(=O)N3CCN(c4cccc(C)c4C)CC3)nnc12	0%
CN1CCN(C(=O)N(c2ccccc2)c2ccccc2)CC1	-6%
CC(C)c1ccc(S(=O)(=O)c2cnc(SCC(=O)Nc3ccc(F)cc3F)nc2N)cc1	1%
CCCC(c1nnnn1C1CCCCC1)N1CCN(C(=O)c2ccco2)CC1 (stereo unspecified)	-8%
CCOc1ccc(/C=C/C(=O)N(C)CC(=O)Nc2cccc(F)c2)cc1OCC	5%

Further records:
SMILES	aSyn tox rescue
COc1ccc(S(=O)(=O)N2CCOCC2)cc1NC(=O)CSc1nnc(N)s1	2%
COc1ccc(CCC(=O)O)cc1OC	-3%
Cc1cc(C)n(-c2nc(NCCN(C)C)c3c4c(sc3n2)COC(C)(C)C4)n1	-13%
O=C(CSc1cn(CC(=O)N2CCOCC2)c2ccccc12)Nc1ccccc1C(F)(F)F	0%
COc1ccc(CNC(=O)Cn2c(=O)c3cccn3c3ccccc32)cc1	-1%
CCCCc1ccc(Nc2ncnc3c2cnn3-c2ccc(C)cc2)cc1	-3%
COc1ccc(NC(=O)C2=C(C)Nc3ncnn3C2c2ccccn2)cc1 (stereo unspecified)	-3%
COc1ccccc1NS(=O)(=O)c1cccc(C(=O)NCc2ccncc2)c1	2%
Cc1ccc(OCC(=O)N(Cc2ccc(N(C)C)cc2)CC2CCCO2)cc1C (stereo unspecified)	6%
O=C(c1cc(C2CC2)on1)N1CCN(c2ccc(F)cc2)CC1	2%
COc1ccccc1NC(=O)CN(C)S(=O)(=O)c1ccc2c(c1)c(=O)n(C)c(=O)n2C	-6%
CCOc1ccc(CCNC(=O)c2ccc(Cn3c(=O)c4cccn4c4cccnc43)cc2)cc1	-2%
COc1ccc(CNC(=O)CN2CCSc3ccccc32)c(OC)c1	-8%
CCN1CCN(c2ncc3c(n2)CC(c2ccccc2O)CC3=O)CC1 (stereo unspecified)	3%
O=C(Nc1ccc2nc(SCC(=O)N3CCOCC3)sc2c1)c1ccccc1Cl	-5%
CCOc1cc(C(=O)Nc2ccc(C)cc2C)ccc1OCC(=O)N1CCCCC1	-2%
CCn1c2ccccc2c2nnc(SCN3C(=O)c4ccccc4C3=O)nc21	13%
COc1cc(OC)c(C(=O)NNC(=S)NC2CCCCC2)cc1OC	-9%
C/C(=N\Nc1ccc(S(N)(=O)=O)cc1[N+](=O)[O-])c1ccccc1O	4%
O=C(CC1N=C2c3ccccc3N=C(SCC(=O)Nc3ccc(F)cc3)N2C1=O)NCc1ccco1 (stereo unspecified)	3%
Cc1ccccc1S(=O)(=O)Cc1ccc(C(=O)N2CCN(c3cccc(Cl)c3)CC2)o1	29%
CC(C)(C)C(=O)NNC(=O)COc1ccc2ccccc2c1Br	14%
CCCCCOC(=O)Cn1c(=O)oc2ccccc21	4%
CC1Cc2nc(SCC(=O)N3CCOCC3)n(-c3ccccc3)c(=O)c2S1 (stereo unspecified)	2%
CCC(C)NC(=O)CN1C(=O)COc2ccc(S(=O)(=O)N3CCOCC3)cc21 (stereo unspecified)	-15%

(more compounds)
SMILES	aSyn tox rescue
Cc1cc2c(cc1S(=O)(=O)CCC(=O)N1CCCC(C)C1)OCC(=O)N2 (stereo unspecified)	1%
Cc1ccc(NC(=O)CN2C(=O)c3cccnc3Sc3ccccc32)cc1C	0%
COc1ccc(/C=C/C(=O)N(CCC(N)=O)c2ccccc2)cc1S(=O)(=O)N1CCOCC1	5%
CCOC(=O)C(C)Sc1nc(-c2ccccn2)ncc1OC (stereo unspecified)	3%
Cc1cc2n(n1)CCCN2C(=O)Nc1ccccc1F	7%
Oc1c(C(c2ccccc2)N2CCC3(CC2)OCCO3)sc2nc(-c3ccco3)nn12 (stereo unspecified)	-6%
Cc1ccn2c(CC(C)(C)C)c(-c3ccc(F)cc3)nc2c1	3%
CCCCCC(=O)N1C[C@H](O)[C@@H](n2cc(C3CC3)nn2)C[C@@H]1c1ccc(C)cc1	5%
Cc1ccc(Cl)cc1NC(=O)C1CCCN(S(=O)(=O)c2c(C)noc2/C=C/N(C)C)C1 (stereo unspecified)	7%
O=C(NCCS(=O)(=O)N1CCC2(CC1)OCCO2)c1ccc(F)cc1	9%
S=C1NC2(CCCC2)Nc2ccccc21	0%
